Bioassay records from PubChem.
NTR1 ag: agonists of NTR1, primary screen, imaging, U2OS cells, beta-arrestin-GFP, high content (AID 493036); Neurotensin receptor type 1 (Homo sapiens), P30989; NTR1-U2OS beta-arrestin-GFP spot imaging, agonist mode; activation, % at 20 µM; actives 0.17% (n = 330,000);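 active = activation at or above 40% of the spot to cytoplasm intensity ratio, with at least 20 cells analyzed; inconclusive = wells under 20 cells, flagged as cytotoxic or low count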;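 note: 0% = DMSO without peptide and 100% = 100 nM NTR1 peptide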
Target sequence (P30989 whole entry, looked up): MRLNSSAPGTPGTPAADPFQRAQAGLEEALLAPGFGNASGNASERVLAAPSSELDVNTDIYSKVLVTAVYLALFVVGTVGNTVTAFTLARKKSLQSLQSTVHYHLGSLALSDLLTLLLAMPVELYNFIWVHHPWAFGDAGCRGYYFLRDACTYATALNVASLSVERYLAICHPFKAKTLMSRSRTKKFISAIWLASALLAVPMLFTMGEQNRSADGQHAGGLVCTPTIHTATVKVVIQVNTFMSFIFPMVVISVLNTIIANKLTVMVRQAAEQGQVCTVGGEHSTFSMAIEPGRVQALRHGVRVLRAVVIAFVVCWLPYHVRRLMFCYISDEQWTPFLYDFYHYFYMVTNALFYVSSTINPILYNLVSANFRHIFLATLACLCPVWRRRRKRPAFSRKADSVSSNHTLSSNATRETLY
AID2073: inhibitors of Mint1-CaV2.2 protein interaction, biochemical, HTRF (AID 2073); Voltage-dependent N-type calcium channel subunit alpha-1B (Homo sapiens); HTRF protein-protein interaction, Mint1-CaV2.2; higher % means a stronger effect; inhibition, % at 20 µM; hits with a dose series show IC50 in µM; actives 0.19% (n = 290,000); in the data active = inhibition mostly above about 51%, no sharp cut-off; inconclusive = no clear call, values can overlap the other calls; inactive = mostly below about 53%; note: some results filed as inactive read as strong as hits
LYP inhibition: inhibitors of LYP phosphatase, biochemical, fluorescence intensity, uHTS (AID 1779). recombinant LYP phosphatase, fluorescence intensity; higher % means a stronger effect. inhibition, % at 11.5 µM, or IC50 in µM where a hit was titrated. Tyrosine-protein phosphatase non-receptor type 22 (Homo sapiens). actives 0.054% (n = 290,000); in the data active = inhibition above about 50%;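 note: plate controls were vehicle with enzyme for no effect and no enzyme for full effect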
WT yeast gro inh: growth inhibition of WT strain, primary screen, mitochondrial fusion inhibitor project, WT and mutant strains, chemical genetic; mitochondrial fusion phenotypic screen; inhibition, % at 10 µM; actives 2.1% (n = 190,000); AID 1362, 2008; in the data active = inhibition above about 58%; tested in S. cerevisiae
Autophagy mod: autophagy modulators in MEF cells, primary screen, imaging, high-content, MEF GFP-LC3. MEF GFP-LC3 puncta imaging; test concentration mostly 10 µM. calls only at 10 µM (by protocol). actives 0.98% (n = 190,000). AID 463193, 2010;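 active = percentage of spot-positive cells more than 3 SD above its plate mean, without a fluorescence outlier flag or 80% toxicity; inconclusive = no clear call, values can overlap the other calls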;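 note: spot-positive cell cutoff set from DMSO-treated cells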
UTI89 phage lysis: inhibition of K1F phage lysis, E. coli UTI89, bacterial capsule biogenesis inhibitors, alamar blue (AID 488966); E. coli UTI89 K1F phage lysis, alamar blue, 2 h; higher % means a stronger effect; actives 0.02% (n = 340,000); inhibition, % at 100 µM; hits with a dose series show IC50 in µM;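 active = phage lysis inhibition, versus mean bacterial control, above a set limit; inconclusive = no clear call, values can overlap the other calls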;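 note: capsule biogenesis inhibitors block K1F phage lysis so surviving cells raise fluorescence; higher fluorescence means more inhibition of phage lysis; actives were called in the ten point dose series up to 300 µM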
NS5 inhibitors: Dengue-2 NS5 methyltransferase inhibitors, primary screen, biochemical, confirmation dose response (AID 588689); Genome polyprotein (Dengue virus type 2 (strain 16681-PDK53)); inhibition, % at 25 µM; hits with a dose series show IC50 in µM; Dengue-2 NS5 methyltransferase capping enzyme assay, biochemical; higher % means a stronger effect; actives 0.3% (n = 340,000); in the data active = a potency from the dose series; inconclusive = inhibition above about 29% without an active follow-up result
RSV antiviral HEp-2: RSV antiviral activity via CPE protection, HEp-2 cells, primary 10 µM value included (AID 2391); HEp-2 cells, RSV-induced CPE inhibition; higher % means a stronger effect; one-dose CPE inhibition, % at 10 µM; IC50 in µM for titrated hits; actives 0.13% (n = 310,000); in the data active = a potency from the dose series; inconclusive = CPE inhibition mostly from about 23% at the one dose, without a potency; inactive = the rest, 99 in 100 with CPE inhibition below about 21%; note: strong numbers were not always called active
GPR35 antagonists: GPR35 antagonists blocking zaprinast-driven arrestin recruitment, primary screen, imaging, U2OS, beta-arrestin-GFP, zaprinast agonist (AID 2058); inhibition, % at 10 µM, or IC50 in µM where a hit was titrated; U2OS GPR35 beta-arrestin-GFP translocation imaging, zaprinast antagonism; higher % means a stronger effect; G-protein coupled receptor 35 (Homo sapiens); actives 0.052% (n = 290,000);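 active = inhibition of at least 50% with at least 30 cells and total cytoplasm GFP at most 10,000,000; inconclusive = under 30 cells or total GFP of 10,000,000 plus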
WT yeast gro inh mutant strain: further read-out of WT yeast gro inh, marked with its call; inhibition, %; mitochondrial fusion phenotypic screen, mutant strain inhibition
Autophagy mod cell loss 18 h: also measured in Autophagy mod; calls as there; toxicity, %; measured here: cell loss, nuclei count;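 cell loss after 18 h compound exposure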
NTR1 ag cell count 20 µM: second read-out of NTR1 ag, no call of its own (marks repeat the call); cell count; measured here: cell count, cytotoxicity flag
NS5 inhibitors pilot replicate: also measured in NS5 inhibitors; calls as there; inhibition, %; measured here: pilot screen replicate inhibition
* hit, by the source's call; i = inactive; ? = inconclusive; · = not tested or not shown; + = active, no number; [ ] = remark or other dose.

SMILES	NTR1 ag	NTR1 ag cell count 20 µM	AID2073	LYP inhibition	WT yeast gro inh	WT yeast gro inh mutant strain	Autophagy mod	Autophagy mod cell loss 18 h	UTI89 phage lysis	NS5 inhibitors	RSV antiviral HEp-2	GPR35 antagonists	others
CC(=O)N1CCN(C2=NC(=O)/C(=C\c3cccs3)S2)CC1	1.0	51	8%	-3%	2	5	i	28	-0.2%	-7%	0.3%	0%
COc1ccc(-c2nc(=S)c3c(n2Cc2cccnc2)CC(C)(C)OC3)cc1	0.0	59	19%	-1%	·	·	·	·	-0.1%	-12%	2.9%	15%
CN(C)S(=O)(=O)N1CCN(c2cc(Cl)ccc2Cl)CC1	1.4	44	-4%	3%	-1	-2	i	-3	1.4%	-2%	1.6%	2%
CC(=O)c1cccc(NS(=O)(=O)c2c(C)n[nH]c2C)c1	-1.1	65	32%	-6%	-10	24	i	2	-0.1%	1%	1.9%	-6%
CC1CCN(C(=O)c2cc(-c3ccccc3O)on2)CC1	-0.5	81	-3%	-6%	12	10	·	·	1.2%	1%	1.7%	-2%
CCN(CC)C(=O)CSc1nnc(-c2cc3ccccc3cc2O)n1CC	0.6	81	8%	-2%	6	17	i	7	-0.1%	-2%	9.0%	9%
CCOC(=O)Cc1csc(NC(=O)c2c(O)c3c(n(CC(C)C)c2=O)CCCC3)n1	0.9	54	0%	0%	·	·	·	·	-1.0%	-13%	2.1%	11%
Cc1ccc(N2C(=O)c3ccccc3C2=O)cc1C	0.1	48	-7%	-3%	7	-3	i	-11	0.4%	-5%	0.7%	4%
CCCOc1cccc(C(=O)Nc2cc(NC(=O)c3ccco3)ccc2OC)c1	-0.1	78	3%	6%	23	7	i	2	-0.3%	0%	3.4%	-16%
CCOc1ccccc1/C=N/NC(=O)c1ccc(Cn2cc([N+](=O)[O-])cn2)o1	-1.5	68	-5%	3%	-1	4	i	-1	0.2%	7%	0.8%	0%
CCOc1ccc(CN2CCC(=O)NC2=O)cc1	0.5	52	0%	-8%	1	1	i	-10	0.6%	-4%	1.4%	10%	NS5 inhibitors pilot replicate=-2.1
Cc1cc(C)c(S(=O)(=O)N(C)CC(N)=O)c(C)c1	-0.6	52	-11%	-3%	-11	5	i	4	1.8%	1%	3.0%	7%
CC(=O)Oc1ccc(-c2csc(Nc3cccc(C)n3)n2)cc1	16	65	-3%	1%	·	·	·	·	0.3%	-2%	?	1%
COc1cc(C)c(Br)cc1S(=O)(=O)N1CCCC1	0.3	63	-1%	-8%	-3	2	i	6	1.1%	-6%	0.2%	4%
N#Cc1ccccc1Sc1ccccc1C(=O)Nc1ccc2ccccc2c1	1.3	56	9%	0%	10	5	i	33	0.8%	-10%	?	27%
Cc1ccc(Oc2ccc(S(=O)(=O)Nc3ccc(C(=O)O)cc3)cc2)cc1	-0.9	103	·	·	·	·	·	·	-0.9%[50 µM]	-5%	1.4%	·
CC(NC(=O)COC(=O)CC(c1ccccc1)c1ccccc1)c1ccccc1 (centres undefined)	-0.9	86	3%	-1%	38	-4	i	-33	0.2%	-12%	3.2%	-1%
Cc1cc(NC(=O)C2CCCCC2C(=O)O)no1 (centres undefined)	-0.1	87	2%	5%	-10	-13	i	-6	i	0%	1.4%	-6%
Cc1cccc(-n2ncc(Cl)c(Cl)c2=O)c1	6.9	54	0%	-8%	·	·	·	·	4.5%	-5%	-2.2%	30%
O=C(O)c1ccccc1C(=O)Nc1ccc(S(=O)(=O)Nc2nccs2)cc1	-1.6	55	·	·	·	·	·	·	5.7%	7%	-1.9%	·
CCOc1ccc(N(CC(=O)N2CCCC2)S(=O)(=O)c2c(C)noc2C)cc1	0.1	44	-5%	-4%	11	10	i	13	-0.5%	1%	-0.8%	0%
Cc1cccc2cc(CN(CC3CCCO3)C(=O)c3cccnc3)c3nnnn3c12 (centres undefined)	1.1	100	-3%	-3%	19	23	i	20	6.1%	-1%	6.5%	10%
Cc1ccc2[nH]c(=O)c(NC(N)=S)nc2c1	-0.5	65	-28%	0%	3	3	i	2	0.3%	-3%	6.8%	7%
CCOC(=O)/C(C#N)=C/c1cn(CCC(=O)O)nc1-c1ccc(F)cc1	0.3	47	5%	-2%	-7	-20	i	-2	-0.3%	-12%	1.6%	1%
Cn1c(CCNC(=O)c2cccs2)nnc1SCC(=O)Nc1nc(-c2ccccc2)cs1	1.5	61	-7%	0%	4	11	i	-4	1.1%	-1%	-0.3%	6%

Structural class, those above with a Cl atom (two)
SMILES	NTR1 ag	NTR1 ag cell count 20 µM	AID2073	LYP inhibition	WT yeast gro inh	WT yeast gro inh mutant strain	Autophagy mod	Autophagy mod cell loss 18 h	UTI89 phage lysis	NS5 inhibitors	RSV antiviral HEp-2	GPR35 antagonists	others
CN(C)S(=O)(=O)N1CCN(c2cc(Cl)ccc2Cl)CC1	1.4	44	-4%	3%	-1	-2	i	-3	1.4%	-2%	1.6%	2%
Cc1cccc(-n2ncc(Cl)c(Cl)c2=O)c1	6.9	54	0%	-8%	·	·	·	·	4.5%	-5%	-2.2%	30%

(list continues)
SMILES	NTR1 ag	NTR1 ag cell count 20 µM	AID2073	LYP inhibition	WT yeast gro inh	WT yeast gro inh mutant strain	Autophagy mod	Autophagy mod cell loss 18 h	UTI89 phage lysis	NS5 inhibitors	RSV antiviral HEp-2	GPR35 antagonists	others
CCN(CC)C(=O)c1cc(Cl)ccn1	-1.2	64	-5%	-3%	10	17	i	11	0.1%	-6%	1.1%	-12%
COc1ccc(-c2cn(-c3ccc(C)cc3)c(=O)n2CC(=O)Nc2cccc(F)c2)cc1	1.4	72	-2%	9%	0	-9	i	-7	-0.3%	-18%	5.5%	4%
CC1(C)CC(CC(=O)NNc2nc(-c3ccccc3)cs2)C(=O)O1 (centres undefined)	0.0	66	-12%	-3%	12	9	i	4	3.6%	-6%	0.0%	7%
CNC(=O)/C(C#N)=C/c1cn(CC(=O)OC)c2ccccc12	0.7	55	5%	-5%	·	·	·	·	1.0%	-2%	0.9%	6%
Cc1ccc(C)c(NC(=O)CN(C)C(=O)Cc2ccccc2)c1	2.1	52	4%	-8%	-23	-8	i	17	1.8%[50 µM]	6%	0.7%	2%
Cc1nn(C(=O)c2ccccc2)c2c1C(=O)CC(C)(C)C2	0.0	74	-8%	7%	-16	3	i	5	0.0%	3%	0.5%	5%
CC(=O)c1ccc(N2CCN(C(=S)Nc3ccc(Cl)c(Cl)c3)CC2)cc1	6.3	87	26%	-3%	2	-9	i	11	-0.3%	0%	4.8%	15%
CCCc1nn(C)c(C(=O)Nc2cccc3ccccc23)c1Cl	4.2	54	0%	-2%	1	0	+	25*	-0.3%[50 µM]	-5%	?	11%
COc1ccc2nc(SCC(=O)Nc3ccc(S(=O)(=O)Nc4onc(C)c4C)cc3)[nH]c2c1	-0.1	63	-1%	-9%	1	-17	i	8	0.3%	-12%	1.6%	2%
O=C(NCc1ccncc1)Nc1ccc(Cl)cc1Cl	-5.6	89	0%	-7%	7	3	i	-2	0.3%	-2%	2.4%	5%
CC(C)(CC(=O)O)CC(=O)Nc1ccc2c(c1)ncn2CCc1ccccc1	-0.7	107	15%	-10%	·	·	·	·	0.0%	-4%	2.4%	7%
CCC1SC(CC)C(=O)N(CC(=O)Nc2ccc3c(c2)OCO3)C1=O (centres undefined)	0.2	81	3%	-6%	-24	19	i	3	3.7%	·	1.2%	11%
O=C(c1ccco1)N1CCN(C(c2ccccc2Cl)c2nnnn2Cc2ccco2)CC1 (centres undefined)	4.0	61	-6%	-6%	-11	-11	i	-4	2.4%	1%	5.4%	3%
Cc1ccsc1C(=O)N/N=C/C=C/c1ccccc1[N+](=O)[O-]	-1.3	64	-8%	-1%	-17	-7	i	1	3.6%	0%	0.8%	-6%
Cc1ccc2sc(N(CCCN(C)C)C(=O)c3ccc(S(=O)(=O)N(C)C)cc3)nc2c1C	-1.3	80	-16%	-6%	6	10	i	19	0.0%	-13%	-2.3%	-7%
O=C(COC(=O)CCc1ccc(S(=O)(=O)N2CCOCC2)cc1)NCc1ccccc1Cl	0.3	63	-12%	-4%	-13	-17	i	-7	1.3%[50 µM]	-8%	1.9%	-16%
CC(=O)OCC(=O)Nc1cc(S(=O)(=O)N2CCCCCC2)ccc1Cl	-0.4	53	-5%	-5%	-6	0	i	-5	0.1%	3%	2.0%	0%
CCCN1CCc2c(sc(NC(=O)CCS(=O)(=O)c3ccccc3)c2C(N)=O)C1	0.6	69	2%	-12%	·	·	·	·	-0.1%	-9%	-0.7%	-12%
CC(C)N(Cc1ccccc1)C(=S)NC(=O)C1(C)CC1(Cl)Cl (centres undefined)	3.6	59	-7%	-6%	26	-25	i	5	0.1%	1%	2.5%	-2%
COc1ccc(OC)c(S(=O)(=O)N2Cc3ccccc3CC2C(=O)Nc2nccs2)c1 (centres undefined)	0.5	106	6%	1%	-14	-4	i	-1	-0.4%	-6%	1.0%	3%
Cc1ccc(S(=O)(=O)N2CCOCC2)cc1C(=O)NCc1cccs1	-0.5	38	4%	-7%	-14	-5	i	-3	-1.1%	3%	2.0%	-3%
Cn1cccc1/C=C1\CCC/C(=C\c2cccn2C)C1=O	-2.9	90	-23%	-4%	21	5	i	-13	0.8%	?	8.0%	5%
CCC(C)(C)NC(=O)c1cc([N+](=O)[O-])ccc1N1CCOCC1	0.6	49	-8%	-1%	19	-15	i	26	2.2%[50 µM]	1%	1.9%	-4%
CC(C)c1ccc(NC(=O)C2CC2c2ccccc2)cc1 (centres undefined)	4.2	53	?	-8%	·	·	·	·	0.1%	-2%	3.4%	-2%	NS5 inhibitors pilot replicate=-2.1
CC(Sc1nnc(Nc2ccccc2)s1)C(=O)Nc1nc(-c2ccccc2)cs1 (centres undefined)	7.4	33	14%	2%	16	-2	i	-15	1.4%	-8%	52%	-2%
CCNC(=O)COC(=O)c1cccc(Br)c1	-0.2	65	3%	1%	·	·	·	·	-0.2%	-2%	1.1%	-12%
CC(C)NC(=O)COC(=O)c1cccc(NS(=O)(=O)/C=C/c2ccccc2)c1	-1.4	64	1%	5%	5	-16	i	-3	2.5%	1%	2.0%	3%
CC(=O)Nc1ccc(SC[C@H](CC(C)C)N2CCN(CC(C)C)CCC2=O)cc1	0.9	81	-2%	-13%	·	·	·	·	0.1%	-11%	-0.1%	-2%

This is a random part of the collection; any-hit rate near 2.6%.
